Screening data as filed in PubChem.
Bim-Bcl-B: disrupts Bim peptide binding to human Bcl-B | bead-based flow cytometry | inhibition, % at 10 µM | 190,000 tested, 0.073% active | AID 951;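 also: 0% = tracer peptide without compound and 100% = reference inhibitor peptide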
Target sequence (Q9HD36 whole entry, looked up): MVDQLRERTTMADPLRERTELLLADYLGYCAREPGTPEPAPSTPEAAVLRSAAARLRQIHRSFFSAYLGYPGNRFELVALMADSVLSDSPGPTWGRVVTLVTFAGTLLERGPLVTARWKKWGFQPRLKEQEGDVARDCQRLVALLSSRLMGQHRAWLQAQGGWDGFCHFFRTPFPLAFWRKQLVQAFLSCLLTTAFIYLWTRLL
RGS7-Gao: human RGS7-Galphao interaction regulation | Multiplexed bead flow cytometry, RGS7-Galphao binding; actives lie on both sides | binding response (% of control), % at 10 µM | 220,000 tested, 0.35% active | AID 1439; in the data active = binding response below about 49% or above about 150%; inconclusive = no clear call, values can overlap the other calls; inactive = in between;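 also: fluorescent Galphao held in activated GDP-AlF4 state binding bead-coupled RGS7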
Target sequence (P09471 whole entry, looked up): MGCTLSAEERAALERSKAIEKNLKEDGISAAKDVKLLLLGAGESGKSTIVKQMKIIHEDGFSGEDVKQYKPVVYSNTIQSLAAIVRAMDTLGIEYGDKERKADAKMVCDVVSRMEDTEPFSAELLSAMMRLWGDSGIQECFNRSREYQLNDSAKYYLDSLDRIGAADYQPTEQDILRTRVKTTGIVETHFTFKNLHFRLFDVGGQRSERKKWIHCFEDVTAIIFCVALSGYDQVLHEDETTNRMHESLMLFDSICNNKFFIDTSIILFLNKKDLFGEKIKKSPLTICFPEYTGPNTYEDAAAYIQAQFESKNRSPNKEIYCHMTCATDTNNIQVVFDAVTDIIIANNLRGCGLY
RGS8-Gao: modulates binding of RGS8 to human Galphao | P09471 | multiplexed bead flow cytometry; actives lie on both sides | response (percent of control binding), % at 10 µM | 220,000 tested, 0.34% active | AID 1423; in the data active = response below about 60% or above about 140%; inactive = in between;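 also: Galphao activated as the GDP aluminium fluoride complex binding bead-coupled RGS8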
ABCG2 block: inhibitors of human ABCG2 transporter, ABCB1 counter-screen. IgMXP3 cells, JC-1 efflux, flow cytometry. inhibition, % at 6.6 µM. 190,000 tested, 0.1% active;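 active = inhibition above 80%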;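 also: 0% = DMSO and 100% = nicardipine control wells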
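System: two drug-resistant human cell lines, ABCG2 and ABCB1; controls: nicardipine high and DMSO low controls; times: 10 min exposure at 25 °C with rotation, no wash; detection: flow cytometry of retained JC-1 fluorescence; read-out basis: percent efflux inhibition, scaled nicardipine 100% to DMSO 0%; doses: one concentration, 6.6 µM final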
Bim-Bfl-1: disrupts Bim binding to human Bfl-1; Bead-based flow cytometry, Bim-Bfl-1 binding inhibition; 190,000 tested, 0.12% active; inhibition, % at 10 µM;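 also: 0% = wells without compound plus tracer and 100% = blocker peptide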
GSH bead fluor: compound fluoresces at 488/530 nm on GSH beads; AID 1776; fluorescence (KMESF) at 10 µM; 190,000 tested, 0.25% active; GSH beads flow cytometry, compound fluorescence 488/530 nm; hits give high values; in the data active = fluorescence above about 89;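 also: glutathione beads carrying GST-tagged Bcl family fusion proteins plus one bare bead set; values are compound well signal with DMSO vehicle wells as background; inactives centre near 16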
Bcl-XL Bim block: inhibitors of Bim-Bcl-XL interaction, human | inhibition, % at 10 µM | Bim peptide-Bcl-XL binding, bead flow cytometry, fluorescence | Q07817 | 190,000 tested, 0.04% active
Target sequence (Q07817 whole entry, looked up): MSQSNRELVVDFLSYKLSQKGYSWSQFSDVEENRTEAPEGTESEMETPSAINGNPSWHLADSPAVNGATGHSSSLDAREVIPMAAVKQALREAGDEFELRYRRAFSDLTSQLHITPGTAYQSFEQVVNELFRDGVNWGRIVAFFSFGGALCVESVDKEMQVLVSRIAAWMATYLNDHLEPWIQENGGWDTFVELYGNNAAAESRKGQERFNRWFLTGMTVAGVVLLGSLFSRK
RGS4-Gao reg: modulates binding of RGS4 to human Galphao | binding response (% of control), % at 10 µM | P09471 | Multiplexed bead flow cytometry; actives lie on both sides | 220,000 tested, 0.33% active; in the data active = binding response below about 49% or above about 150%; inactive = in between;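 also: fluorescent Galphao activated with aluminum fluoride binding bead-coupled RGS4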
Bcl-2 Bim block: disrupts Bim peptide binding to human Bcl-2. P10415. Bead-based flow cytometry, Bim peptide-Bcl-2 binding. inhibition, % at 10 µM. 190,000 tested, 0.06% active; in the data active = inhibition above about 40%; inconclusive = no clear call, values can overlap the other calls;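 also: 0% = no compound wells with probe peptide and 100% = reference peptide inhibitor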
Bcl-W Bim block: human Bim-Bcl-W interaction inhibition | inhibition, % at 10 µM | bead-based flow cytometry, Bim peptide-Bcl-W binding | 190,000 tested, 0.02% active | AID 952;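 also: 0% = bound tracer without compound and 100% = peptide blocker; higher means less fluorescent Bim peptide bound to Bcl-W beads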
Target sequence (Q92843 whole entry, looked up): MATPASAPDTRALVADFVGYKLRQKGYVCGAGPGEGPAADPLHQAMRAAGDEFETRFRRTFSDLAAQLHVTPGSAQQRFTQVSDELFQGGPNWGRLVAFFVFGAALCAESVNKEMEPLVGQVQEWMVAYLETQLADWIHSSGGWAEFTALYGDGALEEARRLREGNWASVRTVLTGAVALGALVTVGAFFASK
ABCB1 inh: human ABCB1 inhibition, ABCG2 as counter-screen | 190,000 tested, 0.067% active | P08183 | AID 1326 | inhibition, % at 6.6 µM | CCRF-Adr cells, JC-1 efflux, flow cytometry; in the data active = inhibition above about 40%;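 also: 0% = vehicle and 100% = reference inhibitor; higher value means more JC-1 retained so stronger ABCB1 efflux block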
Active calls of the source: *; ? = inconclusive; · = not tested or not shown. Rule as the data show it, unless noted: active = inhibition above about 40%.

SMILES	Bim-Bcl-B	RGS7-Gao	RGS8-Gao	ABCG2 block	Bim-Bfl-1	GSH bead fluor	Bcl-XL Bim block	RGS4-Gao reg	Bcl-2 Bim block	Bcl-W Bim block	ABCB1 inh
Cc1ccc(C)c(NC(=O)Cc2coc3cc4c(cc23)CCC4)c1	-5	99	98	0	-8	12	-1	100	-3	-1	-0.2
CCOC(=O)c1ccccc1NC(=O)c1c(F)c(F)c(F)c(F)c1F	-15	85	88	38	-14	36	-12	93	-11	-4	-0.4
COCCCN(C(=S)NC(=O)C12CC3CC(CC(C3)C1)C2)c1c(N)n(Cc2ccccc2)c(=O)[nH]c1=O	-8	107	101	2	-8	24	-6	103	-3	-3	0.7
COc1ccc2sc(N3C(=O)CC(Cc4cccc(C)c4)C3=O)nc2c1 (configuration not stated)	0	99	101	1	-3	16	-1	100	1	0	0.2
O=C(CC1C(=O)NCCN1C(=O)Nc1ccccc1)Nc1ccc2c(c1)OCO2 (configuration not stated)	-7	94	97	-2	-9	24	-6	97	-9	0	-3.5
Cc1ccc2nc3c(cc(C(=O)NCCCn4ccnc4)n3C)c(=O)n2c1	-2	101	104	·	-9	16	4	102	1	3	·
Cc1ccc(CSc2nnc(-c3ccccc3N)c(=O)[nH]2)cc1	6	102	106	0	2	51	2	94	1	-2	-0.2
Cc1cccc(NC(=O)C2CCCC2)c1	0	100	101	14	1	14	-3	102	3	1	1.1
COc1ccc(Cl)c(Cn2c(NCC(C)O)nc3c2c(=O)n(C)c(=O)n3C)c1 (configuration not stated)	-8	105	105	18	-13	25	-2	102	-4	-3	0.8
Cc1oc(-c2cccc(F)c2)nc1CN1CCCCC1CCc1ccccn1 (configuration not stated)	-2	98	97	2	-5	11	-2	97	-2	1	1.4
COc1cc(NC(=O)COC(C)=O)c(C)cc1[N+](=O)[O-]	-10	103	102	18	-14	15	-4	101	-8	-2	1.1
CCOC(=O)C1=C(C)Nc2nnnn2C1c1cccnc1 (configuration not stated)	-7	100	102	8	-19	27	-3	102	-9	-4	-0.1
O=C(O)CSCc1cn2cc(Cl)ccc2n1	-7	112	107	0	-8	40	3	107	-7	3	0.0
COc1ccc(CNC(=O)[C@H](C)NC(=O)C2CCN(S(=O)(=O)c3ccc(C)cc3)CC2)cc1	-3	102	99	0	0	16	-4	102	0	-5	0.0
Cc1cccc(NC(=O)COc2ccccc2)c1	-4	92	92	31	-14	24	-5	94	-9	1	0.9
CC(C)C(c1nnnn1C(C)(C)C)N1CCN(c2cccc(Cl)c2)CC1 (configuration not stated)	-9	99	95	4	-12	36	-5	98	-9	-2	1.2
COCCOC(=O)C1=C(C)NC(=O)NC1c1cccs1 (configuration not stated)	-3	91	90	1	0	20	0	86	0	0	0.5
CCCCCCN1CC(O)=C(c2nc3ccccc3[nH]2)C1=N	-8	97	102	1	-16	19	-6	101	-10	0	-0.7
CC(CNC(=O)C1CCCCC1)NC(=O)C1CCCCC1 (configuration not stated)	-5	65	76	0	-9	16	-3	69	-3	3	0.1
CCCc1c(C(=O)OCC)[nH]c2c1C(=O)CCC2	-6	101	100	4	-5	15	-4	98	-5	-2	0.2
CC(=O)N(C)c1ccc(NC(=S)Nc2cccc3ccccc23)cc1	-10	95	96	3	-3	17	-12	97	-1	-4	0.1
CCOC(=O)C1=C(CSc2nc(-c3ccccc3)ccc2C#N)OC(N)=C(C#N)C1c1ccc(OC)cc1 (configuration not stated)	-8	107	104	3	-7	23	-3	107	-2	3	0.5
COc1ccc(NS(=O)(=O)c2cc(NC(=O)/C=C/c3cc(OC)ccc3OC)ccc2N2CCCCC2)cc1	-7	98	102	-4	-1	5	-7	102	-1	-2	-0.8
COc1ccc2nc(NC(=O)CSc3nnnn3C)sc2c1	2	104	113	7	0	12	-4	105	0	-2	0.4
COC(=O)CSC1=NS(=O)(=O)c2ccccc21	-5	78	80	3	3	28	-6	97	-1	0	0.2
O=c1c2cc(N3CCOCC3)ccc2[nH]c(=S)n1Cc1cccc(Cl)c1	-17	100	98	4	2	17	-5	98	-4	-4	0.7
CCn1c(O)c(N=NC(=O)c2cccc(S(=O)(=O)N3CCCCC3)c2)c2ccccc21	-1	98	81	15	-8	8	0	92	-2	0	7.1
O=c1c2ccccc2nc2c3ccccc3c(NCCN3CCOCC3)nn12	6	99	101	45	-11	20	8	100	-6	6	-0.5
Cc1ccc(C(=O)NCCNS(C)(=O)=O)cc1	-9	106	109	-1	-8	8	-4	105	-5	-2	-0.5
Cc1cc(C)nc(N/N=C/c2ccc3c(c2)OCCO3)n1	-4	99	102	5	-8	13	-4	101	-5	-4	-0.4
CCCC(=O)Nc1cccc(-c2cn3ccsc3n2)c1	-6	105	103	67	-9	35	-3	102	-6	0	-2.1
CC1=C(C(=O)OCC2CCCO2)C(c2ccc(F)cc2)NC(=O)N1 (configuration not stated)	0	100	104	1	-2	24	0	101	1	3	0.2
CC(=O)N1CCC(C(=O)Nc2nc(-c3ccccc3)ns2)CC1	-1	·	·	5	5	19	-3	·	12	-6	1.2
CCc1ccc(NC(=S)N(CCCN2CCOCC2)Cc2ccco2)cc1	-11	?	100	2	-5	15	-2	100	-1	0	1.7
CCOc1ccc(NC(=O)C2CCCN(C(=O)NCc3ccccc3)C2)cc1 (configuration not stated)	-6	108	106	6	-3	17	-5	112	0	-1	1.0
CCn1cc(Cl)c(C(=O)Nc2ccc3c(c2)OCCO3)n1	-2	102	102	9	-4	10	-2	102	-2	0	-0.4
O=C(Nc1ccc(-c2cn3ccsc3n2)cc1)C1COc2ccccc2O1 (configuration not stated)	3	102	97	16	1	22	0	102	-3	1	0.9
CN1C(=O)c2ccc(N(C)C)cc2C1=O	-1	99	95	0	-1	18	-2	99	3	-2	0.1
C=CCSc1nnc(-c2c[nH]c3ccccc23)n1CC	-2	100	99	3	1	14	-2	100	-1	-4	0.1
O=C(O)c1ccccc1CSc1nc2ccccc2n1Cc1ccccc1C(=O)O	-11	100	101	1	-1	13	-3	100	0	-7	0.5
CC(=O)NN1C(=O)/C(=C/c2ccc(C(C)C)cc2)SC1=S	-7	104	104	-6	-1	8	-5	101	-3	-2	-0.8
COC1CCN(C(=O)CC2C(=O)NCCN2CC(C)(C)C)CC1 (configuration not stated)	-7	2.1*	17*	2	-2	13	-2	10*	0	-2	0.0
CCC(=O)N(CCC(c1ccco1)c1ccccc1OC)Cc1cccs1 (configuration not stated)	0	94	100	3	3	45	-1	95	-1	-1	0.9
CCOC(=O)Cc1csc(NC(=O)C(CC(C)C)NC(=O)C2CCCCC2)n1 (configuration not stated)	3	103	103	1	3	21	1	105	3	0	0.3
CC1=C(C)/C(=N\OS(=O)(=O)c2ccc(C)cc2)C=CC1=O	-1	102	96	-6	7	6	-3	99	5	1	-1.2
COc1ccc(CCNC(=O)c2cc(S(=O)(=O)N3CCC4(CC3)OCCO4)ccc2F)cc1OC	0	103	103	2	-2	11	0	101	1	0	0.5
O=C(Oc1nsnc1N1CCCCC1)N1CCOCC1	-2	·	·	1	3	17	-4	·	-3	-3	0.5
Fc1ccc(CNc2ncnc3c2cnn3-c2ccccc2)cc1	-13	99	99	7	-15	29	-16	101	-11	-1	0.7
CCOc1ccc(-n2cc(C(=O)Nc3cccc(OC)c3)c3cc(OC)c(OC)cc3c2=O)cc1	-10	99	100	2	-13	14	1	101	-6	6	0.6
O=C(/C=C/c1ccccc1)NC(=S)Nc1ccccc1C(=O)NC1CCCCC1	-1	97	99	1	-2	8	1	96	2	0	-0.3
The list continues.
SMILES	Bim-Bcl-B	RGS7-Gao	RGS8-Gao	ABCG2 block	Bim-Bfl-1	GSH bead fluor	Bcl-XL Bim block	RGS4-Gao reg	Bcl-2 Bim block	Bcl-W Bim block	ABCB1 inh
Cc1oc(C(C)(C)C)cc1C(=O)NC(Cc1ccccc1)C(=O)O (configuration not stated)	-3	104	92	-2	2	10	-5	99	-4	1	-0.3
O=S(=O)(c1ccccc1)c1cnn(-c2ccccc2)c1-c1ccc(Cl)cc1	3	99	103	21	-18	18	-9	104	-15	0	3.4
COc1ccc2cc3cc(C(=O)NCC4COc5ccccc5O4)oc3nc2c1 (configuration not stated)	-3	103	104	4	-2	10	-2	105	-6	-3	0.4
CCCC(=O)Nc1ccccc1NC(=O)c1cc(OC)c(OC)c(OC)c1	0	107	110	3	0	11	-3	110	-2	0	0.6

Of the compounds above, these have an aryl methoxy group:
SMILES	Bim-Bcl-B	RGS7-Gao	RGS8-Gao	ABCG2 block	Bim-Bfl-1	GSH bead fluor	Bcl-XL Bim block	RGS4-Gao reg	Bcl-2 Bim block	Bcl-W Bim block	ABCB1 inh
COc1ccc2sc(N3C(=O)CC(Cc4cccc(C)c4)C3=O)nc2c1 (configuration not stated)	0	99	101	1	-3	16	-1	100	1	0	0.2
COc1ccc(Cl)c(Cn2c(NCC(C)O)nc3c2c(=O)n(C)c(=O)n3C)c1 (configuration not stated)	-8	105	105	18	-13	25	-2	102	-4	-3	0.8
COc1cc(NC(=O)COC(C)=O)c(C)cc1[N+](=O)[O-]	-10	103	102	18	-14	15	-4	101	-8	-2	1.1
COc1ccc(CNC(=O)[C@H](C)NC(=O)C2CCN(S(=O)(=O)c3ccc(C)cc3)CC2)cc1	-3	102	99	0	0	16	-4	102	0	-5	0.0
CCOC(=O)C1=C(CSc2nc(-c3ccccc3)ccc2C#N)OC(N)=C(C#N)C1c1ccc(OC)cc1 (configuration not stated)	-8	107	104	3	-7	23	-3	107	-2	3	0.5
COc1ccc(NS(=O)(=O)c2cc(NC(=O)/C=C/c3cc(OC)ccc3OC)ccc2N2CCCCC2)cc1	-7	98	102	-4	-1	5	-7	102	-1	-2	-0.8
COc1ccc2nc(NC(=O)CSc3nnnn3C)sc2c1	2	104	113	7	0	12	-4	105	0	-2	0.4
CCC(=O)N(CCC(c1ccco1)c1ccccc1OC)Cc1cccs1 (configuration not stated)	0	94	100	3	3	45	-1	95	-1	-1	0.9
COc1ccc(CCNC(=O)c2cc(S(=O)(=O)N3CCC4(CC3)OCCO4)ccc2F)cc1OC	0	103	103	2	-2	11	0	101	1	0	0.5
CCOc1ccc(-n2cc(C(=O)Nc3cccc(OC)c3)c3cc(OC)c(OC)cc3c2=O)cc1	-10	99	100	2	-13	14	1	101	-6	6	0.6
COc1ccc2cc3cc(C(=O)NCC4COc5ccccc5O4)oc3nc2c1 (configuration not stated)	-3	103	104	4	-2	10	-2	105	-6	-3	0.4
CCCC(=O)Nc1ccccc1NC(=O)c1cc(OC)c(OC)c(OC)c1	0	107	110	3	0	11	-3	110	-2	0	0.6

This is a random part of the collection; 1.1% or so of the library scored in one or more.
